# USP2a block: qHTS Assay for Inhibitors of Ubiquitin-specific Protease USP2a Using CHOP2 as the Reporter. Ubiquitin carboxyl-terminal hydrolase 2 (Homo sapiens), O75604. USP2 core, Ub-CHOP2 coupled fluorogenic reporter, 485/531. Potency, µM (doses to about 38.3 µM), for inactives: top-dose activity change, negative = inhibition, hits mostly inhibitors. actives 0.01% (n = 330,000). AID 463254, 2010;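 further: potency means the concentration at half of the fitted maximal effect; plate controls were DMSO wells for no effect and full inhibition by NEM control for full effect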
# Target sequence (O75604 whole entry, looked up): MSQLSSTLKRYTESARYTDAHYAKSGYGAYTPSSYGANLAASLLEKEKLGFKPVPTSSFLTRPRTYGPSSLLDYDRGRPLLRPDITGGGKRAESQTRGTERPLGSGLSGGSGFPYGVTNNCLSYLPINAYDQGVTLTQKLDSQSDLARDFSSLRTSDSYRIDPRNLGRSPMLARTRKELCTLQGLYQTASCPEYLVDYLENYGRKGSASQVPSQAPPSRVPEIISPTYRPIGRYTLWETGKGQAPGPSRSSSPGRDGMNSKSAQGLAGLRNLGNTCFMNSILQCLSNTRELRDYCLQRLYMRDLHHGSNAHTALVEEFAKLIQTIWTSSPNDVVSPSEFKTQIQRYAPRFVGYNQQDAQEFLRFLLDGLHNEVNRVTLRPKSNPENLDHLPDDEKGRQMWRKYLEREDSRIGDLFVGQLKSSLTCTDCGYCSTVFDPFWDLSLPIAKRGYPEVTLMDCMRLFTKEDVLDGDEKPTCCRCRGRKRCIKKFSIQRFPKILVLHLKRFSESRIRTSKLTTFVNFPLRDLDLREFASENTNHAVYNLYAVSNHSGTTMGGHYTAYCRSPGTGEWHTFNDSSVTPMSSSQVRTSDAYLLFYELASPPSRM
#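 Deubiquitinase activity read as fluorescence (485/531 nm) after Ub-CHOP2 cleavage activates the enterokinase reporter on its substrate; USP2 core 10nM, Ub-CHOP2 and substrate 25nM each, 30min compound preincubation then 60min RT; data normalized to NEM, curves fitted.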
# TCR act: Activators of T cell receptors: qHTS campaign; primary human leukocytes, anti-CD3, IL-2 HTRF, 48 h; Potency, µM (top dose mostly 9.22 µM), inactives show at the highest dose activation of IL-2 secretion, actives largely listed as activators; 330,000 tested, under 10 active; AID 504894, 2011; further: % of control where 0% means no effect
#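 Human primary leukocytes + a-CD3 beads + cpd, 48 hr; IL-2 in supernatant by HTRF (ex 320nm / em 665nm). No co-stimulatory signal supplied.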
# TSHR antagonist: Antagonists of the Thyroid Stimulating Hormone Receptor: HTS campaign; Thyrotropin receptor (Homo sapiens), P16473; TSHR-expressing cells, TSH-stimulated cAMP HTRF, 2 h; active compounds read low; activity change, negative = inhibition, % at 11.5 µM; actives 0.2% (n = 330,000);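 active means activity change below a set negative limit, meaning inhibition stronger than a set level, cut at about -70% in these data; inconclusive means activity change between two set negative limits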; further: on the % scale 0 is the no-effect control and ±100 the full control effect
#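 Antagonism was scored as loss of TSH-driven cAMP in TSHR cells, stimulated with 4nM TSH (EC80) for 2 hours at 37 deg C and detected by homogeneous HTRF competition immunoassay.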
# Chronic BCR inh: qHTS Assay to Find Inhibitors of Chronic Active B-Cell Receptor Signaling | ABC-DLBCL IkBa-CBG/CBR reporter, luminescence ratio, 4 h | Potency, µM (series often up to 46.1 µM), inactives show at the highest dose ratio change, negative = lower green/red ratio, hits mostly inhibitors | actives 0.05% (n = 340,000) | AID 493014, 2011; active means well fitted inhibition curve with a large enough effect in the signal ratio, with a control signal flat, not every such curve was filed as active; inconclusive means small, poorly fitted or top-dose-only effect, or effect the other way, or a change in a side signal; the % refers to the signal ratio;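 further: potency means the concentration at half of the fitted maximal effect; plate controls were basal doxycycline-induced cells for no effect and cells given 10 µM MG132 for full effect; MG132 reads +100%, hits lower the ratio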
#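 Concentration-response series (up to 46 uM) were applied to TMD8 dual-reporter cells for 4 h at 37C with doxycycline. Green/red ratio, after filter-overlap correction, defined %Activity; red signal alone was normalised to basal cells and zero luminescence.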
# B2AR arrestin: qHTS assay of beta-arrestin-biased ligands of beta2-adrenergic receptor; actives 0.02% (n = 330,000); beta-arrestin recruitment to beta2AR, cell-based reporter; Beta-2 adrenergic receptor (Homo sapiens), P07550; Potency, µM (titrated, usually from 46.1 µM), for inactives: top-dose activation, hits mostly activators;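 further: potency means the concentration at half of the fitted maximal effect; 0% = DMSO controls and full agonism = EC100 isoproterenol or metaproterenol; nearly all actives have a fitted effect of over 65% in size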
# Target sequence (P07550 whole entry, looked up): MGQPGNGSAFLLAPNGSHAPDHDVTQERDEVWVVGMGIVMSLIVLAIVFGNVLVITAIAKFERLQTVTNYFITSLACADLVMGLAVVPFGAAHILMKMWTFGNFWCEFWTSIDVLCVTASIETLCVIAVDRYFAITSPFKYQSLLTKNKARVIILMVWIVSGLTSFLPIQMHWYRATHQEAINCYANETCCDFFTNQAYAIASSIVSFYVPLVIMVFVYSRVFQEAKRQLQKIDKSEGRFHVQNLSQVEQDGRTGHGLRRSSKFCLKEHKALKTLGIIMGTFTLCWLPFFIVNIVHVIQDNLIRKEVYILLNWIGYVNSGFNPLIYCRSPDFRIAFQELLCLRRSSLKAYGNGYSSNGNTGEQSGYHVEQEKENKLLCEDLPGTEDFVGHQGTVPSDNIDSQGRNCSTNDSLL
# Tb PFK block: qHTS Assay to Find Inhibitors of T. brucei phosphofructokinase; Potency, µM (highest dose often 57.5 µM), for the others: top-dose activity, negative = inhibition, hits mostly inhibitors; ATP-dependent 6-phosphofructokinase (Trypanosoma brucei brucei), O15648; T. brucei PFK, ADP-Glo luminescence; actives 0.17% (n = 330,000);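 further: potency means the concentration at half of the fitted maximal effect; 0% = uninhibited 1x PFK enzyme wells and -100% = no-enzyme wells; nearly all actives have a fitted effect of over 60% in size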
#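 In TEA buffer at pH 8.0 with 5 mM MgCl2, enzyme (1.25 nM) converted F6P (0.5 mM) and ATP (0.1 mM) for 45 min at room temperature. ADP product was read by luciferase luminescence.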
# uPA generation: qHTS for Inhibitors of Cell Surface uPA Generation. cell surface uPA generation assay, qHTS. Potency, µM (doses to about 38.3 µM), for inactives: at the highest dose activity change, negative = inhibition, most hits filed as inhibitors. actives 0.31% (n = 330,000); active means well fitted inhibition curve with a large enough effect; inconclusive means small, poorly fitted or top-dose-only effect; inactive means no such curve, though single readings can be large or run the other way; tested in mouse RAW 264.7 cells; further: potency means the concentration at half of the fitted maximal effect; on the % scale 0 is the no-effect control and ±100 the full control effect; nearly all actives have a fitted effect of over 55% in size
# TSG101-PTAP inh: qHTS Assay for Iinhibitors of HIV-1 Budding by Blocking the Interaction of PTAP/TSG101 | Tumor susceptibility gene 101 protein (Homo sapiens), Q99816 | Fluorescence polarization, FITC-PTAP peptide / Tsg101 binding | Potency, µM (titrated, usually from 115 µM), for inactives: at the top dose activity change, negative = inhibition, usual class: inhibitors | 340,000 tested, under 10 active; active means well fitted inhibition curve with a large enough effect in the main read-out, with a control signal flat, not every such curve was filed as active; inconclusive means small, poorly fitted or top-dose-only effect, or effect the other way, or a change in a side signal; inactive means no such curve, though single readings can be large or run the other way; further: potency means the concentration at half of the fitted maximal effect; % of control where 0% means no effect
#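 Tsg101 binding domain (10 uM final) was mixed with compound and a FITC-labeled PTAP peptide (50 nM final) in HEPES pH 7.5 buffer with NaCl, Tween 20, EDTA and TCEP; fluorescence polarization was read after 20 min at r.t.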
# Mito fusion act: qHTS Assay for Small Molecule Inhibitors of Mitochondrial Division or Activators of Mitochondrial Fusion; S. cerevisiae fusion-defective mutant growth rescue, CellTiterGlo 48 h; actives 0.23% (n = 320,000); Potency, µM (top dose mostly 46.1 µM), without a hit: at the top dose growth rescue (activation), most hits filed as activators;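 further: potency means the concentration at half of the fitted maximal effect; % of control where 0% means no effect; nearly all actives have a fitted effect of over 45% in size; temperature-sensitive fusion mutants such as fzo1-1 at 37 °C on non-fermentable ethanol glycerol medium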
#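 Luminescent cell viability in 1536-well qHTS format served as the measure of rescued growth in ts fusion-mutant S. cerevisiae cultured on non-fermentable YPEG for 48 hours at 37C.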
# Eya2 inh: qHTS Assay for Inhibitors of the Phosphatase Activity of Eya2. Protein phosphatase EYA2 (Homo sapiens), O00167. recombinant Eya2, OMFP fluorescence dephosphorylation (OMFP is methylfluorescein phosphate). Potency, µM (series often up to 76.9 µM), without a hit: top-dose activity, negative = inhibition, most hits filed as inhibitors. actives 0.006% (n = 330,000); further: potency means the concentration at half of the fitted maximal effect; on the % scale 0 is the no-effect control and ±100 the full control effect
#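 Eya2 (0.2 uM) preincubated 10 min at ambient with compound, then OMFP substrate added at 50 uM; 10 min reaction in 50 mM HEPES pH 7.5, 50 mM NaCl, 5 uM MgCl2, 0.05% BSA, 1 mM DTT. Fluorescence read at Ex 485/Em 525 nm.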
# ELG1 DNA repair: qHTS screen for small molecules that inhibit ELG1-dependent DNA repair in human embryonic kidney (HEK293T) cells expressing luciferase-tagged ELG1 | HEK293T ELG1-luciferase reporter, luminescence, 16 h; DNA damage induced by 5-fluorouridine | Potency, µM (top dose mostly 46.1 µM), for inactives: at the top dose activity change, negative = inhibition, usual class: inhibitors | actives 2.3% (n = 330,000) | AID 504467, 2011; further: potency means the concentration at half of the fitted maximal effect; on the % scale 0 is the no-effect control and ±100 the full control effect; nearly all actives have a fitted effect of over 55% in size
#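 In this reporter screen, reduction of luminescence relative to DMSO vehicle indicated activity. Compounds and 5-fluorouridine were added together to 2,000 cells per well, incubated for 16 hr at 37 °C, then developed with ONE-Glo.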
# * marks the source's active call; other numbers are inactive results; ? = inconclusive; . = no result given; & = joins results of further samples; [ ] = dose if it differs, or a comment. Unless noted, the call rests on the fitted dose curve; in most records, active means well fitted curve in the direction sought with a large enough effect; inconclusive means small, poorly fitted or top-dose-only effect, or another doubt; inactive means no such curve, though single readings can be large; an effect the other way counts as inactive or inconclusive.
SMILES,USP2a block,TCR act,TSHR antagonist,Chronic BCR inh,B2AR arrestin,Tb PFK block,uPA generation,TSG101-PTAP inh,Mito fusion act,Eya2 inh,ELG1 DNA repair
O=C1C(=O)N(Cc2cccnc2)C(c2ccccn2)/C1=C(/O)c1ccccc1 (configuration not stated),5%,0%,-4,3%,0.0%,6%,-2%,-5%,-3%,2%[15.4 µM],-3%
Cc1ccc(S(=O)(=O)Nc2ccc(-n3c(C)nc4ccccc4c3=O)cc2)cc1,0%,0%,1,?,-0.2%,-2%,10%,1%,2%,-4%,10%
Cc1ccc(-c2noc(CSc3nnc(Cc4ccccc4)n3-c3cccc(C)c3)n2)cc1,-1%,1%,2,15%,-0.2%,-5%,.,-3%,18%,-15%,-14%
O=C(CCN1CCOCC1)Nc1cc(C(=O)Nc2ccccc2F)ccc1N1CC2CC(C1)c1cccc(=O)n1C2 (configuration not stated),0%,1%,-2,-17%,-0.3%,-2%,1%,-1%,-4%,-19%,-20%
O=C(NCCCN1CCc2ccccc2C1)C1CCN(S(=O)(=O)N2CCCC2)CC1,-2%,-3%,7,-8%,-0.6%,0%,16%,-9%,-1%,-21%,1%
CN(C)C(=O)c1c2c(nc3ccccc13)CCCC2,2%,-8%,4,5%,-0.2%,2%,-6%,-2%,0%,3%,6%
N#Cc1cc2c(=O)n3ccccc3nc2n(CCN2CCOCC2)c1=O,-1%,.,-10,3%,-0.5%,5%,.,.,1%,1%,1%
CSc1ccc(/C=N/n2c(C3CCCCC3)n[nH]c2=S)cc1,0%,7%,-2,10%,-0.1%,-10%,-1%,-6%,-36%[inhibitor],-2%,?
CN(C)c1cc(Nc2ccc(O)cc2)c([N+](=O)[O-])c2nonc12,-4%,0%,10,3%,-0.7%,0%,-5%,-7%,3%,3%,-23%
COC(=O)c1cc(NC(=O)c2cccs2)ccc1N1CCOCC1,-1%,1%,6,?,-0.3%,0%,-5%,0%,-9%,-10%,-17%

# Complete entries from above:
# `N#Cc1cc2c(=O)n3ccccc3nc2n(CCN2CCOCC2)c1=O` is listed with USP2a block = -1%; TCR act = .; TSHR antagonist = -10; Chronic BCR inh = 3%; B2AR arrestin = -0.5%; Tb PFK block = 5%; uPA generation = .; TSG101-PTAP inh = .; Mito fusion act = 1%; Eya2 inh = 1%; ELG1 DNA repair = 1%
# `CN(C)c1cc(Nc2ccc(O)cc2)c([N+](=O)[O-])c2nonc12` is listed with USP2a block = -4%; TCR act = 0%; TSHR antagonist = 10; Chronic BCR inh = 3%; B2AR arrestin = -0.7%; Tb PFK block = 0%; uPA generation = -5%; TSG101-PTAP inh = -7%; Mito fusion act = 3%; Eya2 inh = 3%; ELG1 DNA repair = -23%

# (next part)
SMILES,USP2a block,TCR act,TSHR antagonist,Chronic BCR inh,B2AR arrestin,Tb PFK block,uPA generation,TSG101-PTAP inh,Mito fusion act,Eya2 inh,ELG1 DNA repair
CCOc1ccc(-c2c(C(=O)N/N=C/c3ccsc3)nnn2-c2nonc2N)cc1,0%,-1%,-7,13%,-0.9%,2%,4%,1%,9%,-24%,-1%
CCc1ccc(NC(=S)N2CCCC(C(F)(F)F)C2)cc1 (configuration not stated),2%,14%,1,?,-0.2%,2%,2%,-4%,3%,-20%,?
Cc1cccc(OCC(=O)Nc2ccc(S(=O)(=O)N3CCN(C)CC3)cc2)c1,-1%,5%[46.1 µM],-1,-5%,-1.0%,-10%,3%,-7%,-11%,-10%,-20%
CCN1C(=NCc2cc(OC)c(OC)c(OC)c2)N[C@@H](c2ccccc2)[C@H](C(=O)OC)[C@H]1C,-1%&4%,.,3&51,-15%&-16%,-0.1%&0.2%,2%&4%,.,.,0%&3%,-3%&15%,25%
COc1cccc(-c2cc(-c3cccnc3)c(C#N)c(N)n2)c1,-2%,3%,-15,?,-0.5%,2%,-1%,3%,0%,-16%,5%
Cc1ccccc1SCC(=O)OCC(=O)Nc1ccc(N(C)C)cc1,1%,0%,-1,-12%,0.2%,0%,-4%,-1%,-1%,6%,1%
Cc1c(-c2ccccc2)[n+](=O)c2c(n1[O-])CCCC2,0%,-1%,3,-2%,-0.2%,0%,3%,-7%,0%,-17%,-3%
O=C(Cc1ccc(Cl)cc1)Nc1ccccc1C(=O)N1CCCCC1,0%,4%,-13,-1%,0.0%,3%,3%,-2%,-1%,2%,-3%
CC(Sc1ccccc1)C(=O)NCCc1ccccc1 (configuration not stated),0%,-3%,18,?,0.2%,2%,-5%,-2%,0%,10%,14%
COc1ccc(N=Nc2nc3cc(Br)c(Br)cc3n2C)c(OC)c1,?,-2%[46.1 µM],5,-12%,5.8%,4%,-3%,?,?,32%,-2%
CCOC(=O)Cc1csc(SCC(=O)NC2CCS(=O)(=O)C2)n1 (configuration not stated),1%,5%,-1,-1%,-0.2%,0%,8%,-1%,-1%,17%,6%
COc1ccc(CCNC(=O)c2ccc3c(c2)NC(=O)C(N2CCOCC2)S3)cc1OC (configuration not stated),2%,-3%,-3,-4%,-0.5%,4%,-2%,-3%,2%,-20%,?
Cn1cnnc1SCC(C)(C)NS(=O)(=O)c1ccc(Cl)cc1,1%,-2%,4,-11%,-0.1%,1%,5%,-1%,-2%,6%,9%
CCC(=O)Nc1ccc2c(c1)nc1n2CCN(C2CCCCC2)C1,-3%,1%,2,0%,-0.1%,-4%,-21%,-3%,-7%,-23%,5%
Nc1ccc(CCC(=O)N2CCCC2)cc1,0%,8%,-6,1%,-0.7%,3%,5%,-3%,-8%,-2%,18%
O=C(Cn1cnc2c(cnn2-c2ccccc2)c1=O)Nc1cc(S(=O)(=O)N2CCOCC2)ccc1Cl,-4%,-4%[46.1 µM],-3,-1%,-0.3%,3%,-7%,2%,-2%,7%,23µM*
COc1ccc(Oc2cn[nH]c2-c2ccc(OC)cc2O)cc1,-10%,1%,-5,-9%,-0.5%,-9%,-1%,1%,6%,?,?
COc1cc(NS(=O)(=O)c2ccc(NC(=O)COc3ccc(C)cc3C)cc2)nc(OC)n1,1%,1%,-6,12%,-0.1%,1%,.,-2%,1%,12%,6%
CCN(C(=O)[C@@H]1CCCN1C(=O)c1cccs1)c1nc2cc(Cl)ccc2s1,-1%,2%[46.1 µM],-4,0%,4.8%,0%,-1%,-7%,?,-1%,-1%
CC(C)CCN(C(=O)CNC(=O)c1ccco1)C(C(=O)NC1CCCCC1)c1ccco1 (configuration not stated),2%,-5%,3,2%,-0.3%,6%,-1%,-6%,-5%,-11%,-15%
O=C(Nc1cccc(S(=O)(=O)NC2=NCCC2)c1)c1cc(-c2ccco2)nc2ccccc12,?,4%,-8,5%,8.5%,-6%,-4%,-8%,0%,-17%,-26%
CC1CCN(CCOc2ccc(C(=O)c3ccccc3)cc2)CC1,2%,.,0,0%,-0.8%,-6%,-7%,-1%,-12%,-1%,-1%
S=C(NCc1ccco1)Nc1ccc(Oc2ccc(Cl)cc2)cc1,-7%,-1%,-34,-14%,9.0%,-12%,3%,0%,8%,7%,?
Cc1cccc(NC(=O)NCCc2ccc(Cl)cc2)c1,-12%,-3%,-8,1%,0.6%,0%,0%,-1%,2%,-13%,16%
CCCCC(=O)NS(=O)(=O)c1ccc(NS(C)(=O)=O)cc1,5%,-1%[46.1 µM],-4,0%,3.3%,6%,-4%,0%,-1%,5%,-4%
